# High-throughput results deposited in PubChem by National Center for Advancing Translational Sciences (NCATS).
# FBPA Giardia inh: blocks Giardia fructose-bisphosphate aldolase activity; A8B2U2; purified Giardia FBPA; Potency, µM (highest dose often 59.6 µM), without a hit: at the highest dose activity, negative = inhibition, actives largely listed as inhibitors; actives 0.71% (n = 290,000); AID 2451; note: potency is the fitted concentration of half-maximal effect; % is set by controls: 0 for no effect and ±100 for the full control effect; nearly all actives have a fitted effect of over 55% in size
# Target sequence (A8B2U2 whole entry, looked up): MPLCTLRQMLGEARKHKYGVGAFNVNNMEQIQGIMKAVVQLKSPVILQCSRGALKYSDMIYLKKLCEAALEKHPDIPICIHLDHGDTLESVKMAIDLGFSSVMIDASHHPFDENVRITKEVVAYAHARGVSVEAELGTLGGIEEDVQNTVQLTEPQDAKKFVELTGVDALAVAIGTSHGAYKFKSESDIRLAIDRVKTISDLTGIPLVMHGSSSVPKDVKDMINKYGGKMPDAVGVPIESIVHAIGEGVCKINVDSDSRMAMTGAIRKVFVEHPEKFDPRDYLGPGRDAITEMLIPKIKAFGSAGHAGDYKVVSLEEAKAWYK
#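 Giardia FBPA (40 nM reagent) was preincubated 10 min at RT with compound (up to 57.5 uM final), then substrate plus GAPDH/TPI/NAD/arsenate coupling system with diaphorase/resazurin was added; resorufin fluorescence (525/598 nm) was read after 20 min.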
# HCV inh: blocks hepatitis C virus; Huh7.5.1 HCVcc-Cre infection, luciferase reporter, 44 h; Potency, µM (titrated, usually from 41.8 µM), without a hit: at the highest dose activity change, negative = inhibition, hits mostly inhibitors; actives 3.4% (n = 340,000); AID 651820; note: potency is the fitted concentration of half-maximal effect; % is set by controls: 0 for no effect and ±100 for the full control effect
#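 Infectious HCVcc-Cre (~0.5 moi) was added to cells just after compound, with cells seeded 4 h earlier at 1,000 per well. Luciferase activity after 44 h culture reported infection; substrate was incubated 15 min at room temperature before reading.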
# Pf growth 48h: inhibits P. falciparum growth in the first generation, 48 h; P. falciparum luciferase growth in erythrocytes, 48 h; Potency, µM (highest dose often 28.7 µM), for the others: at the highest dose activity change, negative = inhibition, usual class: inhibitors; actives 5.9% (n = 310,000); AID 504832; note: potency is the fitted concentration of half-maximal effect; % is set by controls: 0 for no effect and ±100 for the full control effect
#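 Cell-based growth assay: transgenic P. falciparum expressing firefly luciferase, cultured in red cells within RPMI 1640 containing 0.5% w/v Albumax, 24 mM bicarbonate and gentamycin. A drop in luciferase activity indicates inhibition.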
# Pf growth 96h: inhibits malaria parasite growth, 96 h. P. falciparum luciferase reporter growth, 96 h. Potency, µM (series often up to 28.7 µM), inactives show at the top dose activity change, negative = inhibition, actives largely listed as inhibitors. actives 6.9% (n = 320,000). AID 504834; note: potency is the fitted concentration of half-maximal effect; % is set by controls: 0 for no effect and ±100 for the full control effect
#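 Infected RBCs, 2% Hct / 0.05% parasitemia final; luciferase-reporter P. falciparum; cpd 96 h, 37 C, 5% CO2; luciferase detection reagent; luminescence.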
# CHX counter: counter-screen hit for Shiga toxin inhibitors, cycloheximide. actives 12% (n = 300,000). max response, %. cell reporter, cycloheximide protein synthesis inhibition counterscreen; in the data active = max response mostly above about 13%, no sharp cut-off; inactive = mostly below about 14%; note: read at 38.3 µM for the half of the compounds with a filed dose; 0% is about no effect
# Shiga inhibitor: Shiga toxin inhibition. Vero cells, Shiga toxin protein synthesis inhibition reporter. inhibition, % at 38.7 µM. actives 9.2% (n = 290,000); in the data active = inhibition mostly above about 28%, no sharp cut-off; inactive = mostly below about 43%; note: 0% is about no effect
# An asterisk follows results filed as active; ? = inconclusive; . = not tested or not shown; & = joins results of further samples; [ ] = dose if it differs, or a comment. Unless noted, calls come from the whole dose curve; as a rule, active = well fitted curve in the direction sought with a large enough effect; inconclusive = small, poorly fitted or top-dose-only effect, or another doubt; inactive = no such curve, though single readings can be large; an effect the other way counts as inactive or inconclusive.
SMILES,FBPA Giardia inh,HCV inh,Pf growth 48h,Pf growth 96h,CHX counter,Shiga inhibitor
COc1ccc(NC(=O)CN2C(=O)c3cccc4cccc2c34)c(OC)c1,-1%,12%,5%,20%,-3,-4
Cc1ccc(C(=O)NC2(C(Cl)Cl)N=C(c3ccccc3)N=C2N)cc1 (stereo unspecified),3%,3%,?,0%,6,-5
CC(=O)/C(=N/Nc1ccccc1C)N1CCOCC1,-1%,-15%,47%[activator],45%[activator],-4,-11
CCOC(=O)c1nc2ccccc2c(=O)[nH]1,-7%,?,51%[activator],45%[activator],37*,54*
C/C(=N\NC(=O)C1CCCC1)c1ccc(Cl)c(Cl)c1,.,-13%,1%,251%[activator],2,41
CC(C)N1C(=O)/C(=C/C=C/c2ccco2)C(=O)N(Cc2ccco2)C1=O,0%,?,0%,4%,15,18
COc1ccc(N=C/C=C2\C=C(c3ccccc3)OC(C)(C)O2)cc1,-15%,?,?,?,17*,44
CCOc1ccc(/C=N/n2c(COc3ccccc3)n[nH]c2=S)cc1OC,?,4%,?,?,4,-9
CCCN(CCC)C(=O)Cn1c(=O)c2sccc2n2c(=S)sc(-c3ccccc3)c12,1%,3%,?,?,-4,-5
Cc1nc2c(C)cccn2c1/C(O)=C1\C(=O)C(=O)N(CCN2CCOCC2)C1c1cccs1 (stereo unspecified),-28%,5%,6%,0%,-2,-10
COC(=O)c1ncccc1SC,1%,5%,36%[activator],8%,-2,6
COc1cc(/C=C2\SC(=S)N(CCC(=O)N3CCN(C)CC3)C2=O)cc(OC)c1OC,19%,?,?,-14%,-6,-5
CCC(O)c1c(-c2ccccc2)nn(C)c1Cl (stereo unspecified),4%,?,?,26%,-2,-13
COc1cccc(C2CC(=O)NC(SC)=C2C#N)c1 (stereo unspecified),-2%,12%,.,?,-4,-12
CN(C)CCN(Cc1cc2cc3c(cc2nc1Cl)OCO3)C(=O)c1ccco1,.,14%,10%,22%,-2,-3
CN(C)c1ccc(/C=N\Nc2ccccn2)cc1,16%,-25%,113%[activator],27%,24*,47*
COC(=O)C1=C(c2ccc(F)cc2OCc2ccccc2)C[C@@H]2CC[C@H]1N2C(=O)NCc1ccc(Cl)cc1,.,?,12µM*,?,.,.
Clc1ccc(OCc2nc(-c3ccc(Br)o3)no2)cc1,1%,-6%,.,0%,-3,3
COc1cc(OC)cc(-c2nnc3n2N=C(c2c(OC)cccc2OC)CS3)c1,-3%,.,.,.,-3,-4
Cc1cc(NC(=O)CCN2C(=O)/C(=C/c3ccccc3Cl)SC2=S)no1,1%,14%,3%,38%[activator],-1,-10
Cc1ccc2c(C)nc(/N=C(\N)NC(=O)N3c4ccccc4Sc4ccccc43)nc2c1,-2%,?,13µM*,-103%,0,-7
CCCS(=O)(=O)N1CCN=C1SCc1cccc2ccccc12,5%,-5%,-22%,7%,0,-4
Cc1cc2c(ncn2C(C)C)c(N)c1C,2%,-13%,-1%,23%,-1,22
O=C1CC(c2ccco2)c2ccc3ccccc3c2N1 (stereo unspecified),-13%,?,-12%,?,-5,-22
COc1ccc(NC(=O)CCc2ccc(OC)c(OC)c2)cn1,-27%,11%,-2%,-17%,-1,16
O=C(COC(=O)/C=C/c1ccc(OC(F)F)cc1)NC1CCCCC1,.,8%,-14%,7%,.,.
O=C(COc1ccc(Br)cc1CO)Nc1ccc(F)cc1,3%,?,-9%,-11%,9.1*,35
CC1(C)SC2C(N3C(=O)C(c4ccccc4)NC3(C)C)C(=O)N2C1C(=O)O (stereo unspecified),?,.,-1%,7%,.,.
CCCSc1nc2c(cnn2-c2ccc(Cl)cc2)c(=O)[nH]1,-6%,-22%,.,?,-3,4
Cc1ccc(NC(=O)c2ccc(Cl)c(S(=O)(=O)NCC3CCCO3)c2)c(O)c1 (stereo unspecified),.,?,?,6.6µM*,2,1
CC(=O)Nc1ccc(C(=O)Nc2ccc(S(=O)(=O)NCC3CCCO3)cc2)cc1 (stereo unspecified),4%,-8%,13µM*,0%,-1,-11
CCOc1cc(/C=C2/NC(=O)NC2=O)cc([N+](=O)[O-])c1O,-13%,-12%,0%,4%,-2,25
O=C(COC(=O)c1ccccc1)c1ccc(Br)cc1,-2%,21%,342%[activator],88%[activator],47*,115*
Cc1cccc(C(=O)NCCN2CCN(c3ccccc3)CC2)c1,-4%,4%,-2%,0%,-3,-6
CCCCCCc1cc2cc(S(=O)(=O)c3ccc(F)cc3)c(=O)oc2cc1O,6%,11%,13%,18%,-1,-13
COC(=O)[C@H](CCSC)NC(=O)NCCC1=CCCCC1,4%,17%,14%,44%[activator],5,16
O=C(Nc1ccc(-c2nnc3n2CCCCC3)cc1)c1cnccn1,11%,0%,16%,11%[5.75 µM],-2,-6
Cc1ccc2oc(=O)c3cnn(CC(=O)NCCc4ccsc4)c3c2c1,0%,1%,.,2%,-3,-6
CCCCC1(Cc2ccc([N+](=O)[O-])cc2)C(=O)N(c2ccccc2)N(c2ccccc2)C1=O,-2%,13µM*,4.1µM*,?,-2,21
CCNC(=O)NC(=O)C(C)OC(=O)CCS(=O)(=O)c1ccc(C)cc1 (stereo unspecified),5%,14%,10%,17%,5,11
CSc1cccc(NC(=S)N(Cc2ccc(C)cc2)Cc2ccccn2)c1,-8%,5%,?,?,13,28
COc1ccc(-c2nnc3sc(CN4C(=O)c5ccccc5C4=O)nn23)cc1,8%,-7%,9%,-4%,11,29
Cc1cccc(C(=O)OCC(=O)NC(C)CCc2ccccc2)c1O (stereo unspecified),11%,-5%,18%,9%,-3,-13
Cc1ccccc1C(=O)Nc1nc(=S)ss1,4%,9%,46%[activator],36%[activator],0,-14
CC1CCN(c2ccc(/C=N/n3nnnc3N)cc2[N+](=O)[O-])CC1,0%,3%,40%[activator],39%[activator],8,8
O=S(=O)(c1ccc2c(c1)OCCCO2)N1CCNCC1,-1%,11%,-1%,?,1,-5
O=C(Cn1ccc(C(F)(F)F)n1)N/N=C/c1ccc(N2CCOCC2)cc1,2%,-8%,-7%,14%,1,-9
O=C(Nc1ccc2c(c1)OCCO2)C1CCCN1C(=O)Nc1ccc(F)cc1 (stereo unspecified),7%,2%,38%[activator],46%[activator],12*,32
O=C(NCC(c1ccco1)N1CCc2ccccc2C1)C(=O)Nc1ccccc1 (stereo unspecified),.,-5%,?,?,.,.
Cc1noc(C)c1COC(=O)CCOc1ccccc1,?,19%,-8%,-11%,2,33
# The list continues:
SMILES,FBPA Giardia inh,HCV inh,Pf growth 48h,Pf growth 96h,CHX counter,Shiga inhibitor
CC(=O)c1ccc(OCc2cc(C(=O)N(C)CCOc3ccc(C)cc3)no2)cc1,.,13µM*,10%,18%,47*,81*
COc1cc(/C=N/n2cnnc2)ccc1Oc1nc(Cl)ncc1F,0%,9%,5%,29%,-9,-9
Cc1nnc(SC/C=C/c2ccccc2)n(N)c1=O,1%,10%,44%[activator],45%[activator],18,37
N#CC1=C(S)N(c2ccccc2)C(c2cccs2)NC1=O (stereo unspecified),6.3µM*,22%,-5%,-13%,2,-14
CC(C)n1nnc2cc(C(=O)O)ccc21,-9%,.,.,.,11,-4
CCOc1ccc(OCCOCCN2CCCC2)cc1,28µM*,9%,24%,10%,-2,-9
O=C(Nc1cccc(Br)c1)c1cc(S(=O)(=O)N2CCOCC2)cs1,.,?,?,18%,5,-4
O=C(Nc1ccc(Br)cc1)c1ccc(-n2cnnn2)cc1,-18%,-5%,2%,2%,9,1
COc1ccc(N2CCN(C(=O)c3cccc(Br)c3)CC2)c([N+](=O)[O-])c1,0%,?,-14%,194%[activator],-3,-6
O=c1cc(O)n(-c2ccccc2)c(=S)[nH]1,1%,11%,-8%,?,-1,-3

# Some of the entries above in another layout.
COc1ccc(N2CCN(C(=O)c3cccc(Br)c3)CC2)c([N+](=O)[O-])c1
- FBPA Giardia inh = 0%
- HCV inh = ?
- Pf growth 48h = -14%
- Pf growth 96h = 194%[activator]
- CHX counter = -3
- Shiga inhibitor = -6
COc1cc(/C=N/n2cnnc2)ccc1Oc1nc(Cl)ncc1F
- FBPA Giardia inh = 0%
- HCV inh = 9%
- Pf growth 48h = 5%
- Pf growth 96h = 29%
- CHX counter = -9
- Shiga inhibitor = -9
Cc1nnc(SC/C=C/c2ccccc2)n(N)c1=O
- FBPA Giardia inh = 1%
- HCV inh = 10%
- Pf growth 48h = 44%[activator]
- Pf growth 96h = 45%[activator]
- CHX counter = 18
- Shiga inhibitor = 37
O=C(Nc1ccc(Br)cc1)c1ccc(-n2cnnn2)cc1
- FBPA Giardia inh = -18%
- HCV inh = -5%
- Pf growth 48h = 2%
- Pf growth 96h = 2%
- CHX counter = 9
- Shiga inhibitor = 1

# Remaining list, next part
SMILES,FBPA Giardia inh,HCV inh,Pf growth 48h,Pf growth 96h,CHX counter,Shiga inhibitor
COC(=O)c1ccc(-n2c(C)cc(-c3csc(NC(=O)c4ccc(S(=O)(=O)N(C)C)cc4)n3)c2C)cc1,-9%,-27%,?,?,-3,-5
Brc1ccc(-c2ccc(/C=N/Nc3nc4ccccc4[nH]3)o2)cc1,18%,4%,0.41µM*,13µM*,49*,78*
CCOc1ccc(NC(=O)c2ccc(OCC3CCCO3)cc2)cc1S(=O)(=O)N(CC)CC (stereo unspecified),.,?,10µM*,10µM*,.,.
CCCn1c(=O)c(C(=O)NCCc2ccc(OC)c(OC)c2)c(O)c2ccccc21,0%,?,?,0%,-2,18
O=C(O)c1cc(Cl)c(Cl)cc1C(=O)N1CCCC1,8%,-16%,10%,8%,-2,-11
O=C(COC(=O)C1CC1)Nc1ccc(Cl)cn1,.,7%,23%,17%,.,.
CCOc1cccc(N2C(=O)CC(N(CCc3ccc(OC)c(OC)c3)C(=O)CC)C2=O)c1 (stereo unspecified),-1%&7%,17%&18%,0%,5.9µM*,1&-4,12&-16
CCOc1ccc(OCCSc2nc3ccccc3[nH]2)cc1,-9%,?,-22%,?,19,19
COc1ccc(OC)c(N=C2C(=O)Nc3ccccc32)c1,?,1%,1%,2%,-4,27
CCN(CC(=O)Nc1cc(S(=O)(=O)N2CCOCC2)ccc1Cl)Cc1ccccc1,.,7.9µM*,12µM*,12µM*,.,.
O=C(CC(C(=O)O)N1CCOCC1)Nc1ccc(Cl)cc1 (stereo unspecified),-2%,1%,15%,.,-2,-2
OCC[C@H]1C[C@@H](O)[C@H](O)[C@@]2(Cc3ccccc3O2)O1,.,2%,27%,12%,.,.
C=C1C=CS(=O)(=O)N(C(C)C(=O)OC)C1 (stereo unspecified),0%,.,.,.,0,-9
Clc1cccc(N/N=C/c2ccc(N3CCOCC3)s2)c1,-14%,6%,?,?,23*,18
O=C(O)CCn1c(SCc2ccccc2)nc2ccccc21,6%,-3%,34%[activator],15%,9,23*
CN(CC(=O)Nc1cccc2c1CCCC2)S(=O)(=O)c1ccc(Br)cc1,5%,-9%,6%,-22%,1,-18
CCCc1nnc(SCC(=O)Nc2ccc(Cl)cc2Cl)o1,-6%,13%,26%,?,6,29
O=C(CN1C(=O)S/C(=C/c2ccncc2)C1=O)N1CCOCC1,4%,22%,-13%,?,-3,-6
Cc1ccc(C(=O)N2CCN(c3ccccc3)CC2)cc1C,4%,?,19%,.,27*,43*
CN(Cc1cn(C)nc1-c1ccccc1F)C1CCOC1 (stereo unspecified),2%,-3%,12%,0%,-2,-5
COCCNC(=O)c1cc2c3ccccc3n(C)c2s1,-11%,?,12%,28%,14,17
O=C(N/C(=C/c1ccc(F)cc1)C(=O)N1CCOCC1)c1ccccc1,3%,19%,1%,1%,1,1
O=C(Nc1ccccc1)Nc1ccc2ccccc2n1,-3%,-3%,0%,43%[activator],16,72
COc1ccccc1NC(=S)N(Cc1cccnc1)Cc1ccco1,5%,7%,12µM*,-1%,13,31
CCCC(=O)c1c(NC(C)C)cc(C)oc1=O,1%,-26%,?,6%,1,-9
